Source: PubChem BioAssay
IDH1 R132H inh: IDH1 R132H (human) inhibition | IDH1 R132H reductase, diaphorase/resazurin fluorescence, 60 min | O75874 | inhibition, % at 10 µM | AID 624101 | 0.18% of 70,000 active; in the data active means inhibition above about 34%;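 further: 0% = DMSO and 100% = no enzyme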
Target sequence (O75874 whole entry R132H): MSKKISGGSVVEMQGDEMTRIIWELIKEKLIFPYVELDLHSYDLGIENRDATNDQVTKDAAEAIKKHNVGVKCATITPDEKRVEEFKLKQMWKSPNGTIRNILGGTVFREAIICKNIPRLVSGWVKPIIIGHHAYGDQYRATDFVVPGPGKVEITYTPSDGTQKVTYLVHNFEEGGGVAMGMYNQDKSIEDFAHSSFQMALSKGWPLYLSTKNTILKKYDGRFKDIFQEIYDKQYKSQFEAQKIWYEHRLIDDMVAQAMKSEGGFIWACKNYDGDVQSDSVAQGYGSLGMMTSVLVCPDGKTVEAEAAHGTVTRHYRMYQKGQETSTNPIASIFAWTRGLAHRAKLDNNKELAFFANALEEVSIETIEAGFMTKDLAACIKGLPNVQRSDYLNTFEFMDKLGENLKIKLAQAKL
PRC2 inh: inhibitors of human EZH2/PRC2 methyltransferase. Q15910. PRC2 H3K27 methylation, DELFIA TRF, 1 h. inhibition, % at 12.5 µM. 0.35% of 57,000 active;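 active means mean inhibition of replicates at least 50% and every single replicate also reaching 50%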;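 further: dimethyl H3K27 on biotinylated H3 21-44 peptide detected by antibody; plate controls were median neutral control wells for no effect and median positive control wells for full effect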
The depositor's hits bear a star; . = no result given. These rows are one share of the data; rates above refer to the full screens.

Values in the order: IDH1 R132H inh	PRC2 inh
> Cc1ccc(S(=O)(=O)N(C)C[C@@H]2OCCCC[C@@H](C)Oc3ccc(N(C)C)cc3C(=O)N([C@@H](C)CO)C[C@@H]2C)cc1
 : .	19
> O=C(CC1NC(=O)NC1=O)Nc1cccc(C(F)(F)F)c1 (stereo not drawn)
 : -0.1	0
> C/C=C/c1ccc2c(c1)O[C@@H](CN(C)C)[C@@H](C)CN([C@@H](C)CO)S2(=O)=O
 : -2.6	-4
> COc1ccc(NC(=O)Nc2ccc3c(c2)C(=O)N([C@H](C)CO)C[C@H](C)[C@H](CN(C)CC2CC2)OCCCC[C@H](C)O3)cc1
 : 0.2	.
> Cc1noc(C)c1S(=O)(=O)Nc1cccc2c1O[C@@H](CN(C)CC1CC1)[C@@H](C)CN([C@H](C)CO)C2=O
 : 1.1	.
> O=C(C[C@H]1C[C@@H]2c3cc(NC(=O)c4ccc5c(c4)OCO5)ccc3O[C@@H]2[C@@H](CO)O1)NCCc1ccccc1
 : -3.1	10
> C[C@@H]1CN([C@H](C)CO)S(=O)(=O)c2ccc(-c3cncnc3)cc2O[C@H]1CN(C)Cc1ccncc1
 : 20	7
> COc1ccc(-c2cccc(-c3nc(C(=O)N(C)C)cc4c3[C@@H](CCO)N([S@](=O)C(C)(C)C)C4)c2)cc1
 : 0.0	-11
> CO[C@H]1CN(C)C(=O)c2ccc(NC(=O)c3cc(C)on3)cc2OC[C@@H](C)N(CC2CC2)C[C@@H]1C
 : 0.0	7
> CC(C)NC(=O)N[C@@H]1CC[C@H](CC(=O)N2CCCCC2)O[C@H]1CO
 : 0.3	4
> COc1ccc(CNC(=O)C[C@@H]2C[C@@H]3c4cc(NC(=O)CN(C)C)ccc4O[C@@H]3[C@H](CO)O2)cc1
 : 0.2	16
> CO[C@H]1CN(C)C(=O)c2ccc(NC(C)=O)cc2OC[C@H](C)N(Cc2cc(F)ccc2F)C[C@H]1C
 : 0.1	-22
> C[C@H](CO)N1C[C@H](C)[C@H](CN(C)Cc2ccc(C(F)(F)F)cc2)Oc2c(NC(=O)c3cnccn3)cccc2C1=O
 : .	1
> CO[C@@H]1CN(C)C(=O)c2ccc(NC(=O)Nc3ccccc3)cc2OC[C@H](C)N(C(C)=O)C[C@H]1C
 : -0.3	-1
> C[C@@H]1CCCCO[C@H](CN(C)C(=O)Nc2cccc3ccccc23)[C@@H](C)CN([C@@H](C)CO)C(=O)c2cc(NS(=O)(=O)c3ccccc3)ccc2O1
 : 1.1	.
> C[C@@H]1CCCCO[C@@H](CN(C)C(=O)CCCN(C)C)[C@@H](C)CN([C@H](C)CO)C(=O)c2cc(NC(=O)CCC(F)(F)F)ccc2O1
 : 0.7	.
> CO[C@@H]1CN(C)C(=O)c2ccc(NC(C)=O)cc2OC[C@H](C)N(C(=O)C2CCC2)C[C@@H]1C
 : 0.1	8
> C[C@H](CO)N1C[C@H](C)[C@@H](CN(C)Cc2ccc(-c3ccccc3)cc2)Oc2c(NS(=O)(=O)c3cccs3)cccc2C1=O
 : -1.2	-21
> Cc1cc(C(=O)Nc2cccc3c2O[C@@H](CN(C)S(=O)(=O)c2cccs2)[C@@H](C)CN([C@@H](C)CO)C3=O)n(C)n1
 : 1.1	.
> Cc1noc(C)c1NC(=O)N(C)C[C@H]1OCc2ccccc2-c2c(n(C)c3ccccc23)C(=O)N([C@@H](C)CO)C[C@@H]1C
 : .	-1

Single records (already shown).
`C[C@@H]1CN([C@H](C)CO)S(=O)(=O)c2ccc(-c3cncnc3)cc2O[C@H]1CN(C)Cc1ccncc1` is listed as IDH1 R132H inh = 20; PRC2 inh = 7
`C[C@@H]1CCCCO[C@@H](CN(C)C(=O)CCCN(C)C)[C@@H](C)CN([C@H](C)CO)C(=O)c2cc(NC(=O)CCC(F)(F)F)ccc2O1` is listed as IDH1 R132H inh = 0.7; PRC2 inh = .

Next entries:
Values in the order: IDH1 R132H inh	PRC2 inh
> Nc1nc(SCC(=O)c2ccc(Cl)cc2Cl)n[nH]1
 : -0.4	15
> C[C@H](CO)N1C[C@H](C)[C@H](CN(C)Cc2ccc(C(=O)O)cc2)Oc2ccc(NC(=O)CCC(F)(F)F)cc2CC1=O
 : .	-1
> C[C@@H]1CN([C@@H](C)CO)C(=O)c2cc(NC(=O)Nc3ccc(C(F)(F)F)cc3)ccc2O[C@@H](C)CCCCO[C@@H]1CN(C)CC1CCCCC1
 : 0.6	.
> C[C@@H]1CN([C@@H](C)CO)C(=O)CCCn2cc(nn2)CO[C@H]1CN(C)C(=O)OCc1ccccc1
 : -0.1	4
> CO[C@@H]1CC[C@H]2CCOc3c(C#N)cccc3C(=O)N(C)C[C@@H](C)C(=O)N(C)C[C@@H]1O2
 : 0.2	5
> CO[C@H]1CN(C)C(=O)c2cc(NC(=O)Nc3ccccc3)ccc2OC[C@H](C)N(CC2CC2)C[C@@H]1C
 : 0.4	-9
> CCc1cccc(NC(=O)CSc2c(C)n[nH]c2C)c1
 : -0.8	-4
> Cc1noc(C)c1NC(=O)N[C@H]1CC[C@@H](CC(=O)NCc2ccc(Cl)c(Cl)c2)O[C@@H]1CO
 : 0.2	7
> Cc1noc(C)c1NC(=O)N(C)C[C@H]1Oc2c(cccc2N(C)C)C(=O)N([C@@H](C)CO)C[C@H]1C
 : 0.8	3
> Nc1nc(SCC(=O)Nc2cccc(C(F)(F)F)c2)n[nH]1
 : 0.3	16
> C[C@@H]1CN([C@@H](C)CO)C(=O)c2cc(NC(=O)Nc3ccc(F)cc3)ccc2O[C@H]1CN(C)S(=O)(=O)c1ccccc1
 : -0.3	-9
> CC(C)NC(=O)N[C@H]1CC[C@@H](CC(=O)NCc2ccc(Oc3ccccc3)cc2)O[C@@H]1CO
 : -0.2	9
> Cc1ccc(S(=O)(=O)N(C)C[C@H]2OCCCC[C@H](C)Oc3ccc(NS(=O)(=O)c4cn(C)cn4)cc3C(=O)N([C@H](C)CO)C[C@@H]2C)cc1
 : -7.1	.
> C[C@H]1CN([C@@H](C)CO)S(=O)(=O)c2ccc(-c3cccc(C#N)c3)cc2O[C@@H]1CN(C)C
 : -1.8	.
> COc1ccc(CN(C)C[C@H]2OCCCC[C@H](C)Oc3ccc(NS(=O)(=O)c4cccs4)cc3C(=O)N([C@@H](C)CO)C[C@@H]2C)cc1
 : 1.5	.
> CC(C)CC#Cc1ccc2c(c1)O[C@H](CN(C)C)[C@@H](C)CN([C@H](C)CO)S2(=O)=O
 : -2.2	5
> C[C@H]1CN([C@@H](C)CO)C(=O)c2ccccc2-c2ccccc2CO[C@H]1CN(C)C(=O)Nc1ccccc1C(F)(F)F
 : .	-7
> CO[C@H]1CN(C)C(=O)c2cc(NC(=O)NC3CCCCC3)ccc2OC[C@H](C)N(CC2CCOCC2)C[C@H]1C
 : -0.1	25
> COCC(=O)N1C[C@@H](C)[C@H](OC)CN(C)C(=O)c2cc(NC(=O)Nc3ccccc3)ccc2OC[C@H]1C
 : 0.3	-4
> CCCNC(=O)N(C)C[C@H]1Oc2cc(C#CCN(C)C)ccc2S(=O)(=O)N([C@H](C)CO)C[C@H]1C
 : 0.3	-13

Values in the order: IDH1 R132H inh	PRC2 inh
> O=C(N[C@H]1CC[C@@H](CCNC(=O)C2CCCCC2)O[C@H]1CO)c1ccncc1
 : 0.1	-6
> COc1cc2c(cc1O)C(C1CC1)N(Cc1cc3c(cc1Br)OCO3)CC2 (stereo not drawn)
 : .	4
> N#Cc1ccc(NC(=O)CSc2ccc([N+](=O)[O-])cn2)cc1
 : 1.2	8
> COc1ccc(NC(=O)Nc2ccc3c(c2)C(=O)N([C@H](C)CO)C[C@@H](C)[C@@H](CN(C)Cc2ccc(C(=O)Nc4ccccc4N)cc2)O3)cc1
 : .	-10
> COc1ccc(S(=O)(=O)Nc2ccc3c(c2)C(=O)N([C@@H](C)CO)C[C@H](C)[C@@H](CN(C)S(=O)(=O)c2c(C)noc2C)OCCCC[C@@H](C)O3)cc1
 : -5.3	.
> O=C(NO)c1ccc(C(=O)N/N=C/c2ccc3c(c2)CCO3)cc1
 : .	23
> CCCC#Cc1cnc2c(c1)C(=O)N([C@@H](C)CO)C[C@@H](C)[C@H](CN(C)S(=O)(=O)c1cn(C)cn1)O2
 : -0.4	-11
> C[C@@H]1CCCCO[C@H](CN(C)Cc2ccccc2)[C@@H](C)CN([C@H](C)CO)C(=O)c2cc(NC(=O)Nc3ccc4c(c3)OCO4)ccc2O1
 : 2.4	.
> COc1ccc(S(=O)(=O)N(C)C[C@H]2Oc3ccc(NC(=O)c4ccncc4)cc3C(=O)N([C@@H](C)CO)C[C@H]2C)cc1
 : 1.7	.
> C[C@@H]1CCCCO[C@H](CN(C)C)[C@@H](C)CN([C@@H](C)CO)C(=O)c2cc(NC(=O)Nc3ccccc3)ccc2O1
 : 0.7	1
> C[C@@H]1CCCCO[C@@H](CN(C)C(=O)Nc2ccc(C(F)(F)F)cc2)[C@@H](C)CN([C@H](C)CO)C(=O)c2cc(NC(=O)Nc3ccc(F)cc3)ccc2O1
 : -0.5	.
> CC(C)NC(=O)N[C@@H]1CC[C@H](CC(=O)NCc2ccc(Oc3ccccc3)cc2)O[C@@H]1CO
 : -0.2	1
> CNC[C@H]1Oc2ccc(NS(=O)(=O)c3ccc(Cl)cc3)cc2CC(=O)N([C@@H](C)CO)C[C@H]1C
 : 2.9	.
> Cc1noc(C)c1S(=O)(=O)Nc1ccc2c(c1)C(=O)N([C@H](C)CO)C[C@@H](C)[C@@H](CN(C)S(=O)(=O)c1ccc(F)cc1)O2
 : 2.0	.
> CCCNC(=O)Nc1ccc2c(c1)C(=O)N(C)C[C@@H](OC)[C@@H](C)CN(Cc1ccccn1)[C@H](C)CO2
 : .	-18
> OC(CNCc1ccc(Cl)cc1Cl)Cn1c(-c2ccc(F)cc2)cc2ccccc21 (stereo not drawn)
 : 0.3	35
> Cc1noc(C)c1NC(=O)N(C)C[C@@H]1OCCCC[C@@H](C)Oc2ccc(NC(=O)CCCCCC(=O)Nc3ccccc3N)cc2C(=O)N([C@H](C)CO)C[C@@H]1C
 : 0.0	10
> Cc1ccc(S(=O)(=O)N[C@@H]2CC[C@H](CCn3cc(C4CC4)nn3)O[C@H]2CO)cc1
 : 0.1	-1
> O=C(NC1CCCCC1)N[C@H]1CC[C@H](CCNS(=O)(=O)c2ccc(F)cc2)O[C@H]1CO
 : 0.2	-9
> C[C@@H]1CN([C@H](C)CO)C(=O)c2cc(C3=CCCCC3)cnc2O[C@@H]1CN(C)S(=O)(=O)c1cn(C)cn1
 : .	7

Pulled by structure from above, two records:
Values in the order: IDH1 R132H inh	PRC2 inh
> C[C@@H]1CN([C@H](C)CO)C(=O)c2cc(C3=CCCCC3)cnc2O[C@@H]1CN(C)S(=O)(=O)c1cn(C)cn1
 : .	7
> COc1ccc(S(=O)(=O)N(C)C[C@H]2Oc3ccc(NC(=O)c4ccncc4)cc3C(=O)N([C@@H](C)CO)C[C@H]2C)cc1
 : 1.7	.

The list goes on.
Values in the order: IDH1 R132H inh	PRC2 inh
> COc1ccccc1S(=O)(=O)N[C@H]1C=C[C@H](CC(=O)N2CCCCC2)O[C@@H]1CO
 : 0.2	16
> CN(C)CCCNC(=O)C[C@H]1CC[C@H](NC(=O)c2ccccc2F)[C@H](CO)O1
 : 0.1	-2
> O=C(O)C[C@H]1C[C@H]2c3cc(NC(=O)Nc4ccccc4F)ccc3O[C@H]2[C@H](CO)O1
 : 8.9	13
> C[C@@H]1CN([C@@H](C)CO)C(=O)c2cc(-c3cccnc3)cnc2O[C@@H]1CN(C)C
 : -1.2	-19
> O=C(CSc1n[nH]c(-c2ccc(Cl)cc2Cl)n1)Nc1cc(C(F)(F)F)ccc1Cl
 : 0.1	9
> O=C(N[C@@H]1CC[C@H](CCn2cc(C3(O)CCCC3)nn2)O[C@H]1CO)c1ccccc1F
 : 0.1	1
> O=C(Nc1ccc(F)cc1)N[C@@H]1CC[C@@H](CCn2cc(C3(O)CCCC3)nn2)O[C@@H]1CO
 : -0.2	-2
> C[C@H](CO)N1C[C@H](C)[C@@H](CN(C)S(C)(=O)=O)Oc2ccc(NC(=O)Cn3cnnn3)cc2CC1=O
 : 0.3	.
> C[C@H]1CN([C@@H](C)CO)S(=O)(=O)c2ccc(C#Cc3cccnc3)cc2O[C@H]1CN(C)C(=O)C1CC1
 : 0.3	8
> C[C@@H]1CN([C@@H](C)CO)C(=O)c2cc(C#C[C@@H](C)O)cnc2O[C@H]1CN(C)Cc1ccccn1
 : .	-14
> C[C@H](CO)N1C[C@H](C)[C@H](CN(C)Cc2ccccc2)OCCCC[C@H](C)Oc2ccc(NC(=O)Nc3cccc4ccccc34)cc2C1=O
 : -3.0	.
> COc1ccc(C#Cc2cnc3c(c2)C(=O)N([C@H](C)CO)C[C@H](C)[C@@H](CN(C)C)O3)cc1
 : 0.2	-27
> CC(C)NC(=O)Nc1ccc2c(c1)CC(=O)N([C@@H](C)CO)C[C@H](C)[C@H](CN(C)Cc1ccc(Oc3ccccc3)cc1)O2
 : -0.6	-16
> CCC(=O)N1C[C@@H](C)[C@@H](OC)CN(C)C(=O)c2cc(NC(=O)c3ccc(F)cc3)ccc2OC[C@H]1C
 : -0.4	14
> CC(/C=C/C(=O)NO)=C\c1cccc(OC[C@@H]2[C@H]3C[C@H]4c5[nH]c6ccccc6c5CCN4C[C@@H]3CC[C@@H]2O)c1
 : -0.1	-58
> COc1ccc2nc(SCC(=O)Nc3ccc(F)c(Cl)c3)[nH]c2c1
 : -0.2	0
> Cc1noc(C)c1NC(=O)Nc1ccc2c(c1)C(=O)N([C@H](C)CO)C[C@H](C)[C@H](CN(C)C(=O)NC1CCCCC1)OCCCC[C@H](C)O2
 : -0.1	.
